Neddylation inh = inhibitors of human cullin neddylation; calls only at 25 µM; actives 0.58% (n = 360,000); P61081+Q13564; AID 651699; TR-FRET cullin neddylation, biochemical; in the data active means inhibition above about 36%
bovine MsrA act = activates bovine MsrA enzyme; purified bovine MsrA, absorbance read-out; AID 602163; activation, % at 10.6 µM; actives 0.3% (n = 360,000); in the data active means activation above about 7.5%;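 further: 0% = vehicle and 100% = reference activator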
eLon inh = inhibits E. coli Lon protease | P0A9M0 | purified E. coli Lon protease, fluorescence polarization | inhibition, % at 7.94 µM | actives 0.42% (n = 360,000) | AID 602123; in the data active means inhibition above about 13%, passing the limit was not always enough;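 further: 0% = enzyme with probe and DMSO and 100% = no enzyme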
FAS-TE inh = FAS thioesterase (human) inhibition; P49327; recombinant FAS-TE, OMFH fluorogenic substrate, fluorescence endpoint; inhibition, % at 15 µM; actives 0.67% (n = 360,000);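 active means compounds whose normalised, plate-corrected inhibition of enzyme fluorescence in the single-dose primary screen is 50% or more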;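 further: 0% = DMSO with enzyme and 100% = substrate without enzyme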
Target sequence (P49327 whole entry, looked up): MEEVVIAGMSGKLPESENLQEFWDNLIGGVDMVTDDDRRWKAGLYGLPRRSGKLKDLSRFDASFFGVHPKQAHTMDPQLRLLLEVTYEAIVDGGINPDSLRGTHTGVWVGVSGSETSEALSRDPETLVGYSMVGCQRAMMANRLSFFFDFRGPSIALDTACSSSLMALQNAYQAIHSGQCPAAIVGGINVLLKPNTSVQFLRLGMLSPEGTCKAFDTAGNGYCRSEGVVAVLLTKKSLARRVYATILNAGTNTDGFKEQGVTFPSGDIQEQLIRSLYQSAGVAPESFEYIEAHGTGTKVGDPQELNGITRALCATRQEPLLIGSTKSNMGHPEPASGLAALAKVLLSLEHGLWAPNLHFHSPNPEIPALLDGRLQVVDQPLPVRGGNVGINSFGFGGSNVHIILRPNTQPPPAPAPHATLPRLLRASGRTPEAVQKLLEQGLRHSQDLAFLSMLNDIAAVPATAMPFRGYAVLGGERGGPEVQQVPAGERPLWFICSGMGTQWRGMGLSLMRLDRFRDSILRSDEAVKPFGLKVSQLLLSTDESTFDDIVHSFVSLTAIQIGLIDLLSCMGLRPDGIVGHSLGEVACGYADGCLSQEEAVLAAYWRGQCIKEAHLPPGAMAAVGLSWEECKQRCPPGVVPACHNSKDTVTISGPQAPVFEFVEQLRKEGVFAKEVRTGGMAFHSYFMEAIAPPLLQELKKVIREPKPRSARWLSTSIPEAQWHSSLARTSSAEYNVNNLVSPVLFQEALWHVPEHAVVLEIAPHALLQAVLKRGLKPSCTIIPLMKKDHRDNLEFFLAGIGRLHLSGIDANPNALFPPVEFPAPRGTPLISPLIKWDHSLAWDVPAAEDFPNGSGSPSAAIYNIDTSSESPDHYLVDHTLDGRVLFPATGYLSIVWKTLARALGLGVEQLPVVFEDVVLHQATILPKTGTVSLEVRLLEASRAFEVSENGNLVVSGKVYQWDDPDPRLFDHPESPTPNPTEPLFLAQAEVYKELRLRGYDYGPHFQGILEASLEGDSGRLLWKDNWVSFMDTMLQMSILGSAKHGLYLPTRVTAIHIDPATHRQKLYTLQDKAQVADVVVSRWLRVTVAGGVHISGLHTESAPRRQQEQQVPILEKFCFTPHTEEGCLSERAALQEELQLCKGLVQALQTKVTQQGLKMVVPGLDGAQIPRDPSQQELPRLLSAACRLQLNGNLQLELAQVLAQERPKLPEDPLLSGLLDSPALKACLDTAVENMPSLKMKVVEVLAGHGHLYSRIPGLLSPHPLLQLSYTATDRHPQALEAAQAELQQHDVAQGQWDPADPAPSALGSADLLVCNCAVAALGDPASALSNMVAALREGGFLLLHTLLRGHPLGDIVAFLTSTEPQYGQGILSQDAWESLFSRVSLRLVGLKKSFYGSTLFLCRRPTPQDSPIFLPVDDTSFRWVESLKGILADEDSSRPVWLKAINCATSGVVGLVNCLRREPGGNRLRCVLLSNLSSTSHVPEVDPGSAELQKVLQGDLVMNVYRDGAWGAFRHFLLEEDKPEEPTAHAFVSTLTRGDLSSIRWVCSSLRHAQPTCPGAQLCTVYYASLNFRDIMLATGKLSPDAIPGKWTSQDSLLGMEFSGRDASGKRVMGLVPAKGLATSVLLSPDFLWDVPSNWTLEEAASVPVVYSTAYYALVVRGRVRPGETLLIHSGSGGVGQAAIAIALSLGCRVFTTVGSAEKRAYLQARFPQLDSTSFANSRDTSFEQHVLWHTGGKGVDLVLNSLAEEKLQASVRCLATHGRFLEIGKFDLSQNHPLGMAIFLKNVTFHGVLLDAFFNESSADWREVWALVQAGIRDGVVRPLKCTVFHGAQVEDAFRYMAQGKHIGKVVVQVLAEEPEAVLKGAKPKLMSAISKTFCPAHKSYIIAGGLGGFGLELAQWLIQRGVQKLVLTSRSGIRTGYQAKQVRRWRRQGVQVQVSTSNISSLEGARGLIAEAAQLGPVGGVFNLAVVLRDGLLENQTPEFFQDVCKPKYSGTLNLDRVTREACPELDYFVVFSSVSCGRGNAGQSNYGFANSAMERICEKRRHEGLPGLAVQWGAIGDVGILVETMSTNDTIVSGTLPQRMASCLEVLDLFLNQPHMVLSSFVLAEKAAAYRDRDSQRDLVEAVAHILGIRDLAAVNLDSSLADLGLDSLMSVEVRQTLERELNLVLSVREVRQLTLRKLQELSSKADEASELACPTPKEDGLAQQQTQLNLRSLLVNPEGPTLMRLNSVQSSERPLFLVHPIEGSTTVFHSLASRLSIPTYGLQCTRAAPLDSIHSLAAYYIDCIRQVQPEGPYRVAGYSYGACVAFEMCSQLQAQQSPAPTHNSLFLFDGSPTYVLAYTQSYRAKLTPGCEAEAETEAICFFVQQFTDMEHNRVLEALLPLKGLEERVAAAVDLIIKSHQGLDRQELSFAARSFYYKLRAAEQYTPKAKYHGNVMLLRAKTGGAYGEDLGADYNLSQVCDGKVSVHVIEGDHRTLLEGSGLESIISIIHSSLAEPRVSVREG
NRP1-CendR mod = NRP-1/CendR interaction modulation; O14786; FAM-RPARPAR peptide binding to NRP-1, fluorescence polarization; inhibition, % at 25 µM; actives 0.85% (n = 360,000); AID 602438;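 active means inhibition or corrected inhibition above about 18%, plus a signal ratio from 0.5 to 1.5, limit read from the data, passing the limit was not always enough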; further: strong numbers were not always called active
SKN-1 block = C. elegans SKN-1 inhibition. actives 0.49% (n = 360,000). inhibition, % at 21.8 µM. C. elegans VP596 Pgst-4::GFP/RFP ratio, acrylamide-induced, 24 h;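 active means interference check ratio from 0.5 to 1.5 plus GFP to RFP signal ratio inhibition reaching or exceeding a fixed threshold, cut at about 30% in these data, passing the limit was not always enough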; further: some compounds called inactive have numbers as strong as hits
MT1-MMP act inh = blocks activation of human MT1-MMP; actives 0.061% (n = 360,000); HT1080 RFP-PRO-GFP cells, GFP/RFP ratio fluorescence, overnight; percent of plate control window, DMSO zero; GFP/RFP ratio change, % at 20 µM;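 active means GFP/RFP ratio change of at least 30% with cell ATP level not reduced by more than half and red fluorescence within 50% of control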; further: strong numbers were not always called active
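Compound: 20 µM single dose, 1% DMSO / System: HT1080 RFP-PRO-GFP cells / Controls: DMSO and RFP-L50D-GFP cell wells / Read-out basis: GFP/RFP fluorescence ratio / Schedule: overnight compound exposure at 37 °C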
Rin1 Abl inh = human Rin1-Abl interaction inhibition. P00519+Q13671. TR-FRET Rin1/Abl binding, biochemical. inhibition, % at 7.35 µM. actives 0.4% (n = 360,000); in the data active means inhibition above about 5%, passing the limit was not always enough
MsrA inhibitor = bovine MsrA inhibition | inhibition, % at 15.5 µM | actives 0.75% (n = 360,000) | AID 651718 | purified bovine MsrA, absorbance read-out; in the data active means inhibition above about 4.5%;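 further: 0% = vehicle wells with enzyme and 100% = reference inhibitor wells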
* marks the source's active call; other numbers are inactive results; i = inactive; / = not tested or not shown.

SMILES	Neddylation inh	bovine MsrA act	eLon inh	FAS-TE inh	NRP1-CendR mod	SKN-1 block	MT1-MMP act inh	Rin1 Abl inh	MsrA inhibitor
CCOc1cc(/C=C2/C(=N)N3OC(C)=CC3=NC2=O)ccc1OC	i	-4.8	-10.8	-9.7	2.7	-0.2	0.9	-4.4	1.0
COCCNCc1ccc(Cl)cc1Cl	i	7.0	-4.3	-5.0	-0.7	-7.1	2.3	0.8	-0.4
CC1=C(C(=O)OCc2ccccc2)C(c2ccccc2[N+](=O)[O-])NC(=O)N1C (centres undefined)	i	-3.2	3.0	4.7	18.2	19.2	0.6	-2.0	0.5
Cc1ccc(OCC(=O)Nc2ccccc2C(=O)N2CCCC2)cc1	i	-2.8	-1.1	-0.4	-3.4	2.6	-2.6	1.4	2.9
Cc1onc(-c2ccccc2Cl)c1C(=O)NC(=S)NCc1cccnc1	i	-5.3	7.4	2.6	-2.3	9.2	0.9	7.2	0.2
COCOc1ccc(/C=C/C(=O)c2c(OCOC)cc(OCOC)c(CC=C(C)C)c2O)cc1OCOC	i	-12.1	-3.8	2.5	-3.8	5.1	-0.3	1.7	/
CSc1nc2c(c(=O)n1C)SC(C)C2 (centres undefined)	i	-2.3	-17.3	-4.8	8.3	2.6	3.3	-3.7	2.6
O=C1c2ccccc2-c2cccc(NS(=O)(=O)c3ccc(C(F)(F)F)cc3)c21	i	-4.5	-47.7	23.4	-90.7	-18.8	-74.4	0.2	-0.9
O=C(Nc1ccc2c(c1)OCO2)Nc1ccccn1	i	-9.7	1.2	-12.1	-10.5	10.2	4.0	1.2	0.1
O=C1C2C3CCCC3=C3CCCC3C2C(=O)N1c1ccccc1 (centres undefined)	i	6.8	9.8	-3.0	10.1	-3.9	-4.5	1.7	-0.1
CN1CCN(C(=O)CCN2C(=O)/C(=C\c3ccc(Cl)cc3)SC2=S)CC1	i	-2.3	2.2	2.5	-6.1	-1.1	20.4	0.8	/
Cc1ccc(S(=O)(=O)N(C)c2c(C)ccc(S(=O)(=O)N3CCN(C)CC3)c2C)cc1	i	-0.3	-7.2	-3.2	-5.1	9.4	-2.4	0.3	0.1
O=C(CN1C(=O)CSC1=O)N1CCCCC1	i	-0.2	-6.2	-0.5	15.9	0.3	-0.3	-1.8	-1.1
Nc1c(C(=O)CCC(=O)O)oc2ccc(Cl)cc12	i	-0.6	1.7	-4.9	5.2	-5.4	3.4	-1.7	1.7
CC(C)c1ccc(Nc2nc(Cl)nc(Cl)n2)cc1	i	-12.3	-1.8	-8.1	-6.0	1.9	-3.3	2.6	-0.3
COc1ccc(C(=O)NCC(=O)OCc2csc(-c3ccccc3)n2)cc1	i	-0.4	-11.4	-4.3	20.2	11.3	-3.0	-0.5	-2.2
Cc1ccc(S(=O)(=O)CCC(=O)Nc2nnc(-c3ccco3)o2)cc1	i	-5.6	-4.5	-5.6	4.0	8.7	-0.6	6.1	0.6
O=C(Cc1n[nH]c(=O)[nH]c1=O)N/N=C/c1cccc(Cl)c1	i	-7.1	-2.0	-5.0	-3.0	-14.6	-1.2	-3.9	-1.4
CCOC(=O)C(Cc1ccccc1)C(=O)NCc1cccnc1 (centres undefined)	i	-3.7	-11.0	-2.1	7.0	15.5	-0.8	-0.7	-0.9
CCOc1ccc(CCN2C(=O)C(=O)N([C@@H](Cc3ccc(O)cc3)CN3CCC[C@@H]3CN3C(=O)C(=O)NC[C@@H]3Cc3ccccc3)C[C@@H]2Cc2ccccc2)cc1	i	-6.6	-9.7	11.7	0.5	6.9	-1.1	4.0	1.2
COc1cccc(C(C)N(C)Cc2nc(-c3ccoc3)oc2C)c1 (centres undefined)	i	-1.3	-2.6	-5.1	7.8	6.8	2.4	-3.2	/
CC(C)C(=O)N1CCN(c2ccccc2NC(=O)c2cccc(Cl)c2)CC1	i	-3.7	11.6	10.2	-0.7	-0.6	-3.9	0.7	-0.3
COC(=O)c1cc(-c2cccc(OC)c2)on1	i	0.2	-3.9	-2.7	-9.6	2.0	10.3	0.8	0.9
Cn1c(SCC(=O)NCc2ccco2)nc2ccccc2c1=O	i	-3.3	-5.9	-4.1	13.3	19.5	1.2	1.0	-1.1
COc1ccc2oc(C(=O)NN3C(C)CCCC3C)c(C)c2c1 (centres undefined)	i	-2.8	0.7	-0.6	-1.5	-5.2	-1.3	2.9	-1.1

Next section
SMILES	Neddylation inh	bovine MsrA act	eLon inh	FAS-TE inh	NRP1-CendR mod	SKN-1 block	MT1-MMP act inh	Rin1 Abl inh	MsrA inhibitor
COc1ccccc1C(CC(=O)O)NS(=O)(=O)c1ccc2c(c1)N(C(C)=O)CC(C)O2 (centres undefined)	i	-1.3	4.3	-3.5	3.8	6.7	2.9	-5.3	0.0
CCC(C)(C)C1CCc2[nH]nc(C(=O)NN)c2C1 (centres undefined)	i	-0.6	4.8	1.5	-5.2	8.2	-0.8	-0.6	-0.7
O=C(O)c1cccc(NC(=S)N/N=C/c2ccccc2OCc2ccc(Br)cc2)c1	i	2.4	-5.0	27.4	-3.3	2.6	2.8	4.1	2.4
CCOC(=O)N1CCN(CC(=O)Nc2cc3c(cc2C(C)=O)OCO3)CC1	i	-2.9	-3.7	-2.8	-8.0	-2.9	0.7	-3.4	0.3
COc1ccc(C2C(C(=O)Nc3cccnc3)=C(C)Nc3nc(-c4cccs4)nn32)cc1 (centres undefined)	i	-0.5	3.3	-1.1	4.0	4.5	6.7	0.5	1.0
COCCN1C[C@@H](CO)O[C@@H](n2cnc3c(NCCN(C)C)ncnc32)C1	i	-3.1	4.4	-8.1	1.0	1.4	3.3	-1.5	-0.4
CC(=O)Nc1sc2c(c1C(=O)N1CCOCC1)CCCCC2	i	-1.4	-6.1	-3.9	-7.7	11.8	5.8	0.1	-2.0
CCN(CC)CCCNc1ccc(-c2nnc(-c3ccc(OCC(C)C)cc3)o2)cn1	/	-10.1	5.8	-2.7	9.5	-18.0	/	5.0	-1.0
S=C(Nc1cc(Cl)cc(Cl)c1)N1CCCC1	i	-7.1	-0.8	-4.2	6.3	3.7	2.5	5.4	0.1
Cc1cccc(-n2c(SCC(=O)N3CC(=O)Nc4ccccc43)nc3ccccc3c2=O)c1	i	-2.3	-8.2	7.1	-31.8	-2.6	-7.1	-3.7	1.3
Cc1cc(C)cc(N(C(C)C(=O)NCc2ccc3c(c2)OCO3)S(C)(=O)=O)c1 (centres undefined)	i	-2.5	0.8	-1.9	-0.2	-0.7	6.7	1.4	0.4
COc1ccc(/C=C/C(=O)NC(=S)N2CCN(c3ccccn3)CC2)cc1	i	-4.0	-5.5	14.4	5.3	5.6	-2.6	-1.8	3.6
CC(=O)NCCc1c[nH]c2ccc(OCC(O)CNC(C)(C)C)cc12 (centres undefined)	i	-3.3	-1.1	-4.4	1.8	-1.3	0.1	-0.1	-0.5
CCOc1cc(/C=C2/NC(=S)NC2=O)ccc1OCc1ccc([N+](=O)[O-])cc1	i	-4.5	-7.3	0.3	-13.1	9.6	-3.5	-1.1	-0.9
Cc1ccc(NC(=O)c2c(F)cccc2Cl)cc1S(=O)(=O)N1CCOCC1	i	-3.1	-11.8	-1.6	-7.8	14.1	-5.6	-2.9	-0.5
CCN(Cc1nc2cc(OC)c(OC)cc2c(=O)[nH]1)C(=O)c1ccc(S(=O)(=O)N(C)C)cc1	i	-1.2	-5.1	-1.5	-4.1	4.5	2.9	-3.3	-0.5
CC(NC(=O)CSc1n[nH]c(=O)[nH]c1=O)C1CC2CCC1C2 (centres undefined)	i	-3.0	8.0	-3.0	2.7	7.2	4.1	-2.6	-0.3
CC(C)c1ccc(C(=O)COC(=O)C(O)c2ccccc2)cc1 (centres undefined)	i	-3.1	-7.2	5.3	-3.8	-3.0	2.0	1.0	-0.1
COc1ccc(S(=O)(=O)N2CCCCCC2)cc1NC(=O)CCc1cc(OC)c(OC)c(OC)c1	i	-2.0	-6.0	3.0	4.9	9.1	-2.1	-0.3	-1.0
C[C@@H]1CCCCCCCCCCC1=O	i	-0.5	0.2	1.3	-6.0	16.6	1.6	0.0	-0.1
CCc1ccccc1NC(=O)Cn1nnc(C(=O)NCc2cccc(OC)c2)c1N	i	-1.9	-1.2	-3.8	5.6	-12.5	-1.4	4.3	1.5
O=C(Nc1ccc2oc(-c3ccncc3)nc2c1)c1ccc2c(c1)OCO2	i	-2.4	8.4	3.1	-17.0	2.8	5.5	-6.8	0.7
Cc1ccccc1-n1c(O)c(C=NC2CCS(=O)(=O)C2)c2ccccc2c1=O (centres undefined)	i	-4.4	1.9	-3.6	12.3	-11.3	-1.0	-2.3	1.1
N#Cc1c(NC(=O)C(=O)NCCCN2CCOCC2)sc2c1CCC2	i	-0.8	2.4	-6.7	0.4	16.1	-3.3	-1.6	3.9
COc1ccc2cc(C=NS(=O)(=O)c3ccc(C)cc3)n(C)c2c1	i	-9.5	12.1	-8.5	-2.1	-2.7	-0.9	-2.0	3.5

In the list so far, these have an aryl thioether with sulfur outside any ring.
SMILES	Neddylation inh	bovine MsrA act	eLon inh	FAS-TE inh	NRP1-CendR mod	SKN-1 block	MT1-MMP act inh	Rin1 Abl inh	MsrA inhibitor
CSc1nc2c(c(=O)n1C)SC(C)C2 (centres undefined)	i	-2.3	-17.3	-4.8	8.3	2.6	3.3	-3.7	2.6
Cn1c(SCC(=O)NCc2ccco2)nc2ccccc2c1=O	i	-3.3	-5.9	-4.1	13.3	19.5	1.2	1.0	-1.1
Cc1cccc(-n2c(SCC(=O)N3CC(=O)Nc4ccccc43)nc3ccccc3c2=O)c1	i	-2.3	-8.2	7.1	-31.8	-2.6	-7.1	-3.7	1.3
CC(NC(=O)CSc1n[nH]c(=O)[nH]c1=O)C1CC2CCC1C2 (centres undefined)	i	-3.0	8.0	-3.0	2.7	7.2	4.1	-2.6	-0.3

(further entries)
SMILES	Neddylation inh	bovine MsrA act	eLon inh	FAS-TE inh	NRP1-CendR mod	SKN-1 block	MT1-MMP act inh	Rin1 Abl inh	MsrA inhibitor
NC(c1ccccc1)c1csc(Nc2ccc(S(N)(=O)=O)cc2)n1 (centres undefined)	i	-1.9	4.0	-7.2	-2.9	7.5	-3.8	0.3	2.6
O=C(NCc1ccco1)c1cc2sccc2n1Cc1ccccc1	i	-14.0	-0.8	17.1	-12.3	-27.9	-1.8	-0.6	0.6
CN(Cc1ccccc1Cl)C(=O)C1CCC(=O)N(C2CCCCCC2)C1 (centres undefined)	i	-4.7	-0.2	-3.2	3.8	-1.0	-0.7	0.9	-0.4
CCOC(=O)C1(C)Oc2cccnc2NC1=O (centres undefined)	i	-0.9	4.1	-3.0	-8.0	2.1	-1.6	0.9	-1.2
Cc1ccc(NC(=O)CCN2CCC(C(N)=O)CC2)cc1	i	1.6	-2.8	-4.0	-4.9	14.3	0.6	3.1	1.7
COc1ccc(OCC(=O)Nc2ccc3oc(=O)ccc3c2)cc1	i	-7.7	-11.7	1.3	-1.7	-5.9	0.2	1.1	-0.7
CCOC(=O)N1CCN(c2nc(-c3ccc(Cl)cc3)cs2)CC1	i	-5.8	2.3	15.1	6.5	12.0	10.6	0.5	-0.4
COc1ccc(CCNc2nc(-c3ccncc3)cs2)cc1OC	i	-0.1	-4.3	-5.0	-13.1	1.4	2.5	0.7	0.8

Two records drawn at random from the list so far:
SMILES	Neddylation inh	bovine MsrA act	eLon inh	FAS-TE inh	NRP1-CendR mod	SKN-1 block	MT1-MMP act inh	Rin1 Abl inh	MsrA inhibitor
NC(c1ccccc1)c1csc(Nc2ccc(S(N)(=O)=O)cc2)n1 (centres undefined)	i	-1.9	4.0	-7.2	-2.9	7.5	-3.8	0.3	2.6
CCOC(=O)C1(C)Oc2cccnc2NC1=O (centres undefined)	i	-0.9	4.1	-3.0	-8.0	2.1	-1.6	0.9	-1.2
